Compound activity: PubChem BioAssay, several laboratories
NCF1 inh – blocks human p47phox regulatory protein of NADPH oxidases | P14598 | p47phox/p22phox peptide binding, fluorescence polarization, 2 h | hit rate 0.53% among 220,000 | inhibition, % at 24.7 µM;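 active = inhibition above about 30%, limit read from the data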;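 also: 0% = p47phox with labelled peptide and 100% = labelled peptide alone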
Furin inhibitor – inhibitors of human furin; purified furin, fluorogenic substrate cleavage; hit rate 0.061% among 220,000; inhibition, % at 30 µM; in the data active = inhibition above about 25%; also: inactives centre near -15
Target sequence (P09958 108-714 limits assumed): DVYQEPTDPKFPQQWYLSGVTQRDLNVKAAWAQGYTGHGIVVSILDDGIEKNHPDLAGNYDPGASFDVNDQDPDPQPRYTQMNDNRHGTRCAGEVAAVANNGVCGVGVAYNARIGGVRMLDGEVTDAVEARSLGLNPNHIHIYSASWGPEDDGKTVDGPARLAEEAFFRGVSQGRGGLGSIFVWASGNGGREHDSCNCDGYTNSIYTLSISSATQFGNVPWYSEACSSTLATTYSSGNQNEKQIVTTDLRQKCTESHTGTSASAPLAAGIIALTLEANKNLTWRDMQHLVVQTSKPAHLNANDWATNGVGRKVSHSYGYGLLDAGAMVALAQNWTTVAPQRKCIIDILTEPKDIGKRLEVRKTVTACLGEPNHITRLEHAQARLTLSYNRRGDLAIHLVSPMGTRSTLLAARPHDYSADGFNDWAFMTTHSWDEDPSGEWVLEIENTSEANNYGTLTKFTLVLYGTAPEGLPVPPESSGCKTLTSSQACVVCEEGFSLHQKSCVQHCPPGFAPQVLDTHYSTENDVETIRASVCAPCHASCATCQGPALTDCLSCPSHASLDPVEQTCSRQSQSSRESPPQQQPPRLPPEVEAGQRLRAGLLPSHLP
Runt-CBFb FRET – Runt domain-CBFb interaction inhibition; Q01196+Q13951; Cerulean-Runt/Venus-CBFb FRET ratio 530/480, 1 h; inhibition, % at 20 µM; hit rate 0.46% among 220,000; AID 1496;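 active = inhibition over about 50% at 20 µM in the single-dose screen, limit read from the data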;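 also: 0% = DMSO wells and 100% = excess unlabeled CBFb competitor control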
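Doses: 20 µM compound in 1% DMSO | Material: Cerulean-labeled Runt domain protein | Amount: Each fluorescent fusion protein 100 nM | Schedule: Two 1 h room-temperature incubations shielded from light | Measured by: FRET fluorescence | Evaluation: Loss of energy transfer signal | Controls: Unlabeled CBFb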
Runt-SMMHC FRET – Runt domain-CBFb-SMMHC interaction inhibition; Cerulean-Runt/Venus-CBFb-SMMHC FRET ratio 530/480, 1 h; Q01196+Q13951; hit rate 0.74% among 220,000; inhibition, % at 20 µM;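 active = mean inhibition across duplicate retests at 20 µM reaching about 50%, limit read from the data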;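 also: 0% = DMSO wells and 100% = wells with excess untagged CBFb-SMMHC; inhibitors lower the FRET ratio by blocking Runt binding to CBFb-SMMHC; some results filed as inactive read as strong as hits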
RBBP9 inhibitor – blocks human serine hydrolase RBBP9. inhibition, % at 7.94 µM. hit rate 0.2% among 220,000. O75884. recombinant RBBP9, FP-Rh probe fluorescence polarization. AID 1515;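 active = inhibition above the campaign mean of all tested compounds plus 3 SD, cut at about 14% in these data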;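 also: plate controls were DMSO wells with RBBP9 for no effect and wells lacking RBBP9 protein for full effect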
Target sequence (O75884 whole entry, looked up): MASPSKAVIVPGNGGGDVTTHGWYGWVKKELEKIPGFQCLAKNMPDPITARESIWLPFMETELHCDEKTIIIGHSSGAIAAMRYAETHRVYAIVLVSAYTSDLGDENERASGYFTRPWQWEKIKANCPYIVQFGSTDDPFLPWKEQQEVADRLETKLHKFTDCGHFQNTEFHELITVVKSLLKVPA
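Measured by: FP readout at 525/598 nm; material: recombinant human RBBP9; also added: Serine-hydrolase probe FP-Rh, 375 nM pre-mixing; medium: Tris buffer pH 8.0, NaCl, Pluronic; replication: one well per compound; doses: one concentration, 7.94 µM nominal, 0.794% DMSO; timing: preincubation 30 min plus labeling 45 min at 25 °C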
p97 inhibitor – inhibitors of human p97 ATPase. P55072. recombinant p97 ATPase, Kinase-Glo ATP luminescence, 3 h. inhibition, % at 8 µM. hit rate 0.42% among 220,000. AID 1481; in the data active = inhibition above about 15%;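 also: 0% = DMSO vehicle and 100% = wells lacking enzyme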
m-calpain inh – inhibitors of pig calpain II | purified calpain II, fluorogenic peptide substrate, 30 min | inhibition, % at 16 µM | hit rate 0.37% among 220,000;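 active = inhibition above about 50%, limit read from the data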
TbHK1 inh – blocks Trypanosoma brucei hexokinase 1 activity; recombinant TbHK1, G6PDH-coupled NADH A340; inhibition, % at 10 µM; hit rate 0.11% among 220,000;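 active = inhibition of 50% or more in the single-dose primary screen; inactive = inhibition below 50%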
EBV gp42 inh – inhibitors of Epstein-Barr virus glycoprotein 42; AID 1085; Q1HVG2; inhibition, % (tested at 21.74 µM); hit rate 0.42% among 220,000; Fluorescence polarization binding assay, mP read-out; in the data active = inhibition above about 50%
Target sequence (Q1HVG2 whole entry, looked up): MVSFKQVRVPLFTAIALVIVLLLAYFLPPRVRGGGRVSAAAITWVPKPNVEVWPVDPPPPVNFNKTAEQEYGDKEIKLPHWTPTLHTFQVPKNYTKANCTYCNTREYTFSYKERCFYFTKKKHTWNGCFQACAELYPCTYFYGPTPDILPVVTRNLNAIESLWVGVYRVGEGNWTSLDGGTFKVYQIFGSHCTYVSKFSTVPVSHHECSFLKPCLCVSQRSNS
* hit, by the source's call; [ ] = another dose, or the depositor's remark.

For O=C1/C(=C/c2ccncc2)Oc2cc(OS(=O)(=O)c3ccccc3)ccc21 the results were NCF1 inh 7, Furin inhibitor -9, Runt-CBFb FRET -6, Runt-SMMHC FRET -6, RBBP9 inhibitor -10, p97 inhibitor 0, m-calpain inh 18, TbHK1 inh -3 and EBV gp42 inh 7.
`COC(=O)c1ccc(/C=N/OCC(=O)NC2CCCC(C)C2C)cc1` (stereo not drawn) gave NCF1 inh -1, Furin inhibitor -5[20 µM], Runt-CBFb FRET 3, Runt-SMMHC FRET 2, RBBP9 inhibitor -4, p97 inhibitor 0, m-calpain inh 10, TbHK1 inh 4 and EBV gp42 inh 0.
`O=C(Nc1ccccc1N1CCOCC1)C1CCN(S(=O)(=O)c2cccc(C(F)(F)F)c2)CC1` gave NCF1 inh 0, Furin inhibitor 0, Runt-CBFb FRET -4, Runt-SMMHC FRET 2, RBBP9 inhibitor -7, p97 inhibitor -2, m-calpain inh -1, TbHK1 inh 22 and EBV gp42 inh -3.
For CN(C)S(=O)(=O)c1ccc(-c2csc(-c3cccnc3)n2)cc1 the results were NCF1 inh 10, Furin inhibitor -22, Runt-CBFb FRET 0, Runt-SMMHC FRET 1, RBBP9 inhibitor -5, p97 inhibitor 2, m-calpain inh 24, TbHK1 inh -9 and EBV gp42 inh -19.
O=C(NCc1ccco1)c1ccc(Cn2c(=S)[nH]c3ccccc3c2=O)cc1 was read as NCF1 inh 15, Furin inhibitor -9, Runt-CBFb FRET -4, Runt-SMMHC FRET 3, RBBP9 inhibitor -13, p97 inhibitor -3, m-calpain inh -30, TbHK1 inh -2 and EBV gp42 inh 20.
For Cc1ccc(S(=O)(=O)NCCN2CCOCC2)cc1 the results were NCF1 inh -3, Furin inhibitor -15[20 µM], Runt-CBFb FRET 1, Runt-SMMHC FRET 1, RBBP9 inhibitor 0, p97 inhibitor 1, m-calpain inh -25, TbHK1 inh -4 and EBV gp42 inh 7.
`CCOC(=O)Cc1c[nH]c2ccccc12` gave NCF1 inh -7, Furin inhibitor -17, Runt-CBFb FRET 2, Runt-SMMHC FRET -2, RBBP9 inhibitor -7, p97 inhibitor -2, m-calpain inh 21, TbHK1 inh 2 and EBV gp42 inh 3.
`Cc1nnc(SCC(=O)NC2CCCC2)s1` gave NCF1 inh -11, Furin inhibitor -7[20 µM], Runt-CBFb FRET 2, Runt-SMMHC FRET -1, RBBP9 inhibitor 9, p97 inhibitor 3, m-calpain inh -11, TbHK1 inh 2 and EBV gp42 inh -6.
Cc1cc(C(C)(C)C)oc1C(=O)N1CCN(C(=O)c2oc(C(C)(C)C)cc2C)CC1 was read as NCF1 inh -4, Furin inhibitor -24[20 µM], Runt-CBFb FRET -16, Runt-SMMHC FRET -9, RBBP9 inhibitor -5, p97 inhibitor 9, m-calpain inh 22, TbHK1 inh 2 and EBV gp42 inh 9.
`O/N=C/c1cc(Cl)ccc1OCc1ccccc1Cl` gave NCF1 inh -6, Furin inhibitor -16[20 µM], Runt-CBFb FRET -3, Runt-SMMHC FRET 3, RBBP9 inhibitor -18, p97 inhibitor -1, m-calpain inh 11, TbHK1 inh 3 and EBV gp42 inh -4.
For COc1ccc(/C=N/NC(=S)Nc2cccc(C(=O)O)c2)cc1 the results were NCF1 inh -8, Furin inhibitor -4, Runt-CBFb FRET 6, Runt-SMMHC FRET -1, RBBP9 inhibitor -1, p97 inhibitor 13, m-calpain inh 7, TbHK1 inh -35 and EBV gp42 inh -13.
For NS(=O)(=O)c1ccc(NC2(C(=O)O)CCCC2)cc1 the results were NCF1 inh -2, Furin inhibitor -5, Runt-CBFb FRET -1, Runt-SMMHC FRET 0, RBBP9 inhibitor -13, p97 inhibitor 0, m-calpain inh 11, TbHK1 inh -1 and EBV gp42 inh -8.
For CCOc1ncccc1C(=O)N1CCN(Cc2ccc3c(c2)OCO3)CC1 the results were NCF1 inh -5, Furin inhibitor -10[20 µM], Runt-CBFb FRET 1, Runt-SMMHC FRET -3, RBBP9 inhibitor 1, p97 inhibitor 0, m-calpain inh -2, TbHK1 inh -4 and EBV gp42 inh -29.
For COc1ccc(N2Cc3ccccc3C2=NC(=O)c2cccc([N+](=O)[O-])c2)cc1 the results were NCF1 inh -14, Furin inhibitor -17, Runt-CBFb FRET 1, Runt-SMMHC FRET 2, RBBP9 inhibitor -8, p97 inhibitor 0, m-calpain inh -21, TbHK1 inh -2 and EBV gp42 inh -5.
`O=C(Nc1ccccc1)Oc1ccc[nH]c1=O` gave NCF1 inh -2, Furin inhibitor -12, Runt-CBFb FRET 10, Runt-SMMHC FRET 2, RBBP9 inhibitor -3, p97 inhibitor 3, m-calpain inh 23, TbHK1 inh 6 and EBV gp42 inh -1.
COC(=O)N/N=C/c1cccc([N+](=O)[O-])c1 was read as NCF1 inh -11, Furin inhibitor -9, Runt-CBFb FRET 2, Runt-SMMHC FRET -2, RBBP9 inhibitor 0, p97 inhibitor 2, m-calpain inh -9, TbHK1 inh -10 and EBV gp42 inh -11.
Screening Cc1ccc(S(=O)(=O)CCC(=O)OCC(=O)c2c[nH]c3ccccc23)cc1 returned NCF1 inh -5, Furin inhibitor -6, Runt-CBFb FRET 1, Runt-SMMHC FRET -1, RBBP9 inhibitor -1, p97 inhibitor 8, m-calpain inh -5, TbHK1 inh 24 and EBV gp42 inh -10.
CC(=O)Nc1nnc(SCc2ccccc2F)s1 was read as NCF1 inh -3, Furin inhibitor -27[20 µM], Runt-CBFb FRET -1, Runt-SMMHC FRET -2, RBBP9 inhibitor 0, p97 inhibitor 1, m-calpain inh -7, TbHK1 inh 0 and EBV gp42 inh 5.
For O=C(Nc1ccc2c(c1)OCCO2)c1cccc(S(=O)(=O)N2CCOCC2)c1 the results were NCF1 inh -6, Furin inhibitor -15, Runt-CBFb FRET -3, Runt-SMMHC FRET 2, RBBP9 inhibitor -10, p97 inhibitor -6, m-calpain inh 6, TbHK1 inh 1 and EBV gp42 inh -4.
`Cc1nc(NC(=O)C23CCC(C)(C(=O)O2)C3(C)C)sc1C` (stereo not drawn) gave NCF1 inh -3, Furin inhibitor 0[20 µM], Runt-CBFb FRET 1, Runt-SMMHC FRET 1, RBBP9 inhibitor -9, p97 inhibitor -5, m-calpain inh 5, TbHK1 inh -1 and EBV gp42 inh 8.
For CCN(CC)S(=O)(=O)c1cccc(-c2nnc(SCC(=O)NC3CCCC3)n2N)c1 the results were NCF1 inh -5, Furin inhibitor -3[20 µM], Runt-CBFb FRET -2, Runt-SMMHC FRET -1, RBBP9 inhibitor 3, p97 inhibitor 3, m-calpain inh -12, TbHK1 inh 2 and EBV gp42 inh -23.
For COC(=O)c1ccc(C)c(NC(=O)CN2C(=O)c3ccccc3S2(=O)=O)c1 the results were NCF1 inh -4, Furin inhibitor -7[20 µM], Runt-CBFb FRET 1, Runt-SMMHC FRET -1, RBBP9 inhibitor -5, p97 inhibitor 3, m-calpain inh 22, TbHK1 inh 4 and EBV gp42 inh -11.
For CCOc1ccc(CCNC(=O)Cn2cccc2C(=O)c2ccccc2C)cc1OCC the results were NCF1 inh -20, Furin inhibitor 9, Runt-CBFb FRET -4, Runt-SMMHC FRET -1, RBBP9 inhibitor 1, p97 inhibitor -1, m-calpain inh -40, TbHK1 inh 24 and EBV gp42 inh -8.
O=C(CSc1nc2ccccc2c(=O)n1CC1CCCCC1)N1CCOCC1 was read as NCF1 inh -6, Furin inhibitor -10, Runt-CBFb FRET -5, Runt-SMMHC FRET 1, RBBP9 inhibitor -2, p97 inhibitor -6, m-calpain inh -8, TbHK1 inh -4 and EBV gp42 inh -9.
Cc1ccc(C(=O)CC2(O)C(=O)Nc3ccccc32)s1 (stereo not drawn) was read as NCF1 inh -14, Furin inhibitor -11[20 µM], Runt-CBFb FRET 0, Runt-SMMHC FRET -2, RBBP9 inhibitor -6, p97 inhibitor 4, m-calpain inh -36, TbHK1 inh 0 and EBV gp42 inh -11.
Screening C=CCNC(=O)C12CC3(C)CC(C)(CC(C)(C3)C1)C2 returned NCF1 inh -17, Furin inhibitor -22[20 µM], Runt-CBFb FRET 1, Runt-SMMHC FRET 1, RBBP9 inhibitor -7, p97 inhibitor -1, m-calpain inh -11, TbHK1 inh 0 and EBV gp42 inh -14.
`Cc1n[nH]c(C)c1S(=O)(=O)N1CCCC(C(=O)NCc2ccccc2Cl)C1` (stereo not drawn) gave NCF1 inh -7, Furin inhibitor -9, Runt-CBFb FRET -1, Runt-SMMHC FRET 1, RBBP9 inhibitor 3, p97 inhibitor 2, m-calpain inh 4, TbHK1 inh -8 and EBV gp42 inh -7.
Cc1cccc(OCc2nc(C)cc(=O)[nH]2)c1 was read as NCF1 inh 1, Furin inhibitor -19[20 µM], Runt-CBFb FRET 0, Runt-SMMHC FRET -3, RBBP9 inhibitor -1, p97 inhibitor 1, m-calpain inh -8, TbHK1 inh 8 and EBV gp42 inh -12.
For Cc1cc(C)c(N2C(=O)C3C4CC(=O)C(c5ccccc54)C3C2=O)c(C)c1 (stereo not drawn) the results were NCF1 inh -11, Furin inhibitor -22, Runt-CBFb FRET 3, Runt-SMMHC FRET -8, RBBP9 inhibitor 0, p97 inhibitor 2, m-calpain inh -19, TbHK1 inh -9 and EBV gp42 inh -6.
Screening COc1ccc(CNC(=S)Nc2ccc3nc(N4CCOCC4)cc(C)c3c2)cc1 returned NCF1 inh -9, Furin inhibitor -20, Runt-CBFb FRET -3, Runt-SMMHC FRET 2, RBBP9 inhibitor -4, p97 inhibitor 7, m-calpain inh -52, TbHK1 inh -11 and EBV gp42 inh -1.
Cc1ccc2c(c1)/C(=N/OS(=O)(=O)c1ccccc1)CCS2 was read as Furin inhibitor -23[20 µM], RBBP9 inhibitor 0, p97 inhibitor 5 and TbHK1 inh 1.
Screening O=C(c1ccccc1)N1CC(COc2ccccc2)OC(c2ccco2)O1 (stereo not drawn) returned NCF1 inh -8, Furin inhibitor -14, Runt-CBFb FRET -3, Runt-SMMHC FRET 2, RBBP9 inhibitor -6, p97 inhibitor -2, m-calpain inh -15, TbHK1 inh -6 and EBV gp42 inh -9.
For CN(C(=O)CSc1nc2ccc([N+](=O)[O-])cc2s1)C1CCS(=O)(=O)C1 (stereo not drawn) the results were NCF1 inh -14, Furin inhibitor -17, Runt-CBFb FRET 0, Runt-SMMHC FRET 0, RBBP9 inhibitor 2, p97 inhibitor 2, m-calpain inh -15, TbHK1 inh -43 and EBV gp42 inh -13.
For O=C(Cn1c(NCCO)nc2ccccc21)NCC1CCCO1 (stereo not drawn) the results were NCF1 inh 0, Furin inhibitor -26, Runt-CBFb FRET 1, Runt-SMMHC FRET 0, RBBP9 inhibitor -5, p97 inhibitor 2, m-calpain inh -37, TbHK1 inh -9 and EBV gp42 inh 4.

Random excerpt: 2 records from the list.
Cc1cccc(OCc2nc(C)cc(=O)[nH]2)c1 was read as NCF1 inh 1, Furin inhibitor -19[20 µM], Runt-CBFb FRET 0, Runt-SMMHC FRET -3, RBBP9 inhibitor -1, p97 inhibitor 1, m-calpain inh -8, TbHK1 inh 8 and EBV gp42 inh -12.
Screening O=C(c1ccccc1)N1CC(COc2ccccc2)OC(c2ccco2)O1 (stereo not drawn) returned NCF1 inh -8, Furin inhibitor -14, Runt-CBFb FRET -3, Runt-SMMHC FRET 2, RBBP9 inhibitor -6, p97 inhibitor -2, m-calpain inh -15, TbHK1 inh -6 and EBV gp42 inh -9.
